Exocytosis inh = blocks lytic granule exocytosis; TALL-104 LAMP-1 surface exposure, flow cytometry; cells stimulated with thapsigargin and PMA; 360,000 compounds, 0.66% hits; inhibition, % at 10 µM;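 active = inhibition above about 55%, limit read from the data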
Glyco luc inh = blocks N-linked glycosylation in D54 reporter cells; D54 ERlucT glycosylation luciferase reporter, 24 h; percent of 100 nM tunicamycin response; reporter increase, % at 12.5 µM; 360,000 compounds, 0.23% hits; AID 588692;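 active = mean luciferase reporter signal, scaled so untreated is 0 and the glycosylation-blocking control 100, at or above a set limit in every replicate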;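 also: luciferase carries N-glycosylation sites so blocking glycosylation raises the light; 0% = median of neutral control wells and 100% = median of 100 nM tunicamycin wells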
MC4R barr agon = activates human MC4R beta-arrestin recruitment | 360,000 compounds, 0.98% hits | AID 540308 | P32245 | U2OS MC4R beta-arrestin complementation, luminescence; percent of melanotan II response, DMSO zero | activation, % at 8.9 µM;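 active = activation above a per-plate cutoff, the mean activation of sample wells on that plate plus 3 SD, cut at about 8% in these data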
ABCB6 inh MLPCN = blocks the human ABCB6 transporter. fluorescence ratio to DMSO, % at 10 µM. 360,000 compounds, 0.19% hits. K562-ABCB6 porphyrin accumulation, flow cytometry, 1 h; hits give low values. Q9NP58;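 active = fluorescence ratio to DMSO below 75%, the collection mean minus 3 SD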;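 also: signal is porphyrin accumulated inside mitochondria; 100% equals median channel fluorescence of DMSO control wells; lower ratio means ABCB6 inhibition with less porphyrin fluorescence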
Target sequence (Q9NP58 whole entry, looked up): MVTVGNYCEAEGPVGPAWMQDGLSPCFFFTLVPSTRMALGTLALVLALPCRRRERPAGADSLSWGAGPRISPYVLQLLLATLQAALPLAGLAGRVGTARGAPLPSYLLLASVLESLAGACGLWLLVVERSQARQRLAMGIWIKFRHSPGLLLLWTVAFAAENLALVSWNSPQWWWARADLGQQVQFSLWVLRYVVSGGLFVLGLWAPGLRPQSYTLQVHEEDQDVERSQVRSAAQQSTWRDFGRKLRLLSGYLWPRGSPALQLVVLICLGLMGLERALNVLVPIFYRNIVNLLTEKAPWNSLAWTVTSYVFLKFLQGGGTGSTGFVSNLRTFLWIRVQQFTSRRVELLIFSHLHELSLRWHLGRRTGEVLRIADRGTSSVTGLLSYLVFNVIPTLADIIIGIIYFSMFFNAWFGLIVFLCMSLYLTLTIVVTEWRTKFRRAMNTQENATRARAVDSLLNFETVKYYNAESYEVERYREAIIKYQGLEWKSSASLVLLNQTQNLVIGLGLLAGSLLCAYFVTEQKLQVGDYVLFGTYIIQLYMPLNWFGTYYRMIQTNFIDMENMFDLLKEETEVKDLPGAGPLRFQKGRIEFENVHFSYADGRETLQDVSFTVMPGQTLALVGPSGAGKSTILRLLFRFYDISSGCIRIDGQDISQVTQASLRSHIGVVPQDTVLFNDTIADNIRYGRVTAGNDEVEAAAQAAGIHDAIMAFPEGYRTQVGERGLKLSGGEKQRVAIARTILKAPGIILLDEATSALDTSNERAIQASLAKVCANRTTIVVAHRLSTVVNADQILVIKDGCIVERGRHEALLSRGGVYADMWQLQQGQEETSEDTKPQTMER
ABHD5 PLIN5 PPI = blocks binding of human ABHD5 to perilipin-5 | Split G. princeps luciferase complementation, luminescence, 4 h | inhibition, % at 4 µM | 360,000 compounds, 0.78% hits | AID 602281;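 active = inhibition above the mean inhibition across every tested compound plus 3 SD, cut at about 22% in these data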;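 also: 0% = DMSO only wells and the 100% control is not disclosed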
aDG glyco up = increases alpha dystroglycan glycosylation; Pro5-aDG cells, alpha-DG glycosylation AlphaScreen (IIH6); 0% Pro5, 100% B10-LARGE cell signal; 360,000 compounds, 0.22% hits; AID 624168; activation, % at 10 µM;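 active = activation of at least 8% versus controls, or a plate z-score of at least 8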;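 also: Pro5 are CHO cells carrying HIG-tagged alpha-DG that lacks glycosylation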
m5-HT2A agonist = agonists of mouse serotonin 5-HT2A receptor (HTR2A); activation, % at 7.6 µM; AID 624169; P35363; 360,000 compounds, 0.66% hits; CHO-K1 mHTR2A beta-arrestin complementation, luminescence; percent of 30 µM serotonin response;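 active = activation above a run cutoff, the mean activation of all tested compounds plus 3 SD, cut at about 14% in these data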;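 also: 0% = plate median of compound wells and 100% = 30 µM serotonin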
MC4R antag cAMP = blocks human MC4R cAMP signaling. MC4R-expressing cells, MTII-stimulated cAMP, LANCE TR-FRET. inhibition, % at 6.5 µM. 360,000 compounds, 0.48% hits. AID 540295;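 active = inhibition above its plate's cutoff, the mean of tested wells on that plate plus 3 SD, cut at about 29% in these data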;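 also: 0% = Melanotan II alone and 100% = Melanotan II plus saturating MCL0020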
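Assay system: U2OS cells stably expressing human melanocortin 4 receptor (MC4R) / Dosing: 6.5 µM / Timing: compound 30 min, challenge 1 h, detection 1 h / Measured by: Eu-cAMP/anti-cAMP TR-FRET, emission 671 nm / Replicates: singlicate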
hiPSC survival = hiPSC single-cell survival enhancement | ATPlite luminescence; 100% = ROCK inhibitor wells, 0% = DMSO | survival enhancement, % at 20 µM | 360,000 compounds, 0.044% hits; in the data active = survival enhancement above about 18%;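 also: cells exposed to compounds for 16 hours before the ATP read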
Cardio protect = modulators protecting cardiomyocytes from myocardial damage | H9c2 cardiomyocytes, H2O2 injury protection, ATPLite, 2 h | protection from H2O2 cell death, % at 20 µM | 360,000 compounds, 0.63% hits | AID 588492;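 active = compounds giving at least 50% protection of heart cells from peroxide-induced death in the single-dose screen, raw or plate-pattern-corrected value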;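 also: 0% = DMSO wells with peroxide and 100% = DMSO wells without peroxide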
Active calls of the source: *.

compound,MC4R barr agon,Cardio protect,Glyco luc inh,hiPSC survival,Exocytosis inh,MC4R antag cAMP,ABHD5 PLIN5 PPI,m5-HT2A agonist,ABCB6 inh MLPCN,aDG glyco up
Cc1ccc(CN(C)C(=O)CSc2nnc3n2CCCCC3)c(C)c1,0.6,8,0,-0.1,-3,-2,7,-5,105,-0.2
CC1=C(O)c2ccccc2C(=O)C1=O,-2.3,-13,-3,-2.1,-5,-5,-5,0,102,1.7
CCOC(=O)C1=C(COC(=O)c2ccc(C)c(S(=O)(=O)N3CCOCC3)c2)NC(=O)NC1C (stereo not drawn),-3.0,5,2,0.3,3,4,0,-4,92,-0.3
CC1(C)Cc2ccccc2C(N/N=C/c2ccc([N+](=O)[O-])cc2)=N1,0.8,-14,-3,-2.3,3,23,-3,5,95,-0.1
Cc1ccc(S(=O)(=O)N2CCN(C(=O)CCc3nc4ccccc4c(=O)[nH]3)CC2)c(C)c1,1.7,72*,-2,-0.3,-6,8,3,3,99,-0.2
COc1cccc(N/C(N)=N/c2nc(C(F)(F)F)cc(=O)[nH]2)c1,-1.6,-11,2,-0.5,2,-3,2,-4,102,0.0
CCOC(OCC)c1cn(Cc2ccc(C(=O)c3ccccc3)cc2)nn1,-1.7,-9,1,0.8,1,-13,-6,5,79,0.6
COc1cccc(S(=O)(=O)N(C)C[C@H]2Oc3cc(Br)ccc3S(=O)(=O)N([C@@H](C)CO)C[C@H]2C)c1,0.1,17,-1,-1.2,7,10,-7,-2,99,0.0
COc1ccc(NC(=O)N(O)C2(C#N)CCCCC2)cc1,-1.3,-1,0,-2.4,-10,-3,-1,-1,93,-0.1
FC(F)(F)c1ccc(CN2CCN(Cc3ccco3)CC2)cc1,-2.6,2,1,0.5,-15,17,0,5,106,0.0
CCOc1ccc(C(=S)NC2CCCCC2)cc1OC,0.7,-3,1,0.1,0,0,-3,-4,104,0.1
O=C(NN=Cc1cc(=O)[nH]c(=O)[nH]1)c1ccncc1,-0.4,1,0,-0.4,-8,7,4,-5,93,0.1
Cc1cc2ncn(/N=C/c3ccc4c(c3)OCO4)c2cc1C,2.2,-6,8,-0.2,-2,0,-2,3,97,0.0
Cc1[nH]c2ccccc2c1CCNC(=O)c1ccc2nccnc2c1,-0.4,20,-3,0.7,-7,0,-1,-2,95,0.1
Cn1ncc(Br)c1C(=O)OCC(=O)Nc1nc(-c2ccccc2)cs1,-0.8,5,2,-0.1,0,1,-6,1,87,-0.2
CC(=O)Nc1cccc(NC(=O)c2cccc3cccnc23)c1,-0.5,3,5,1.2,24,20,1,-2,101,-0.1
CCOC(=O)N1CCC(Nc2c([N+](=O)[O-])cc(C(=O)O)cc2[N+](=O)[O-])CC1,-1.3,-2,3,0.0,0,0,6,10,99,0.0
CCOC(=O)Cc1nc2nc(C)cc(C)n2n1,1.1,8,0,1.4,-4,12,1,4,102,-0.3
Cc1nc2sc(C(c3ccccc3)N3CCOCC3)c(O)n2n1 (stereo not drawn),-0.1,5,1,-0.6,-1,9,3,0,101,0.1
COC(=O)c1c(NC(=S)Nc2ccccc2Cl)sc(C)c1C,5.2,-8,-1,0.0,-2,8,-8,1,104,0.0

The list continues:
compound,MC4R barr agon,Cardio protect,Glyco luc inh,hiPSC survival,Exocytosis inh,MC4R antag cAMP,ABHD5 PLIN5 PPI,m5-HT2A agonist,ABCB6 inh MLPCN,aDG glyco up
COCCNC(=O)C1CCCN(C(=O)c2sc(-c3ccccc3)nc2C)CC1 (stereo not drawn),-2.2,0,3,-1.3,-5,-4,1,1,97,0.2
COc1cccc(C2c3c(-c4ccccc4)n[nH]c3C(=O)N2c2ccc(C(=O)O)cc2)c1 (stereo not drawn),-2.8,5,-1,0.6,-1,6,7,0,104,0.2
O=C(Oc1ccc(/C=N/Nc2ccccc2)cc1)c1ccccc1,-0.4,-1,-5,-0.2,-1,5,2,-1,104,-0.2
COc1ccc(-c2cc(C(=O)N(C)Cc3ccc(OC)c(OC)c3OC)c3ccccc3n2)cc1OC,-0.6,67*,-3,-0.1,5,6,-1,10,94,-0.5
NS(=O)(=O)c1ccccc1NC(=S)Nc1ccccc1S(N)(=O)=O,-1.4,4,1,0.9,9,7,-3,4,95,-0.3
Cc1nc2ccccc2n1CC(O)Cn1c(C(F)(F)F)nc2ccccc21 (stereo not drawn),0.1,6,2,-6.0,-3,3,3,-1,110,0.1
CC(C)(C)c1ccc(S(=O)(=O)CCc2ccccn2)cc1,-1.6,-6,-2,-0.3,0,3,0,-1,95,-0.1
COc1cc(C(=O)Nc2ccc(N3CCN(C(=O)c4ccc(C)cc4)CC3)cc2)cc(OC)c1OC,-1.0,14,-1,-0.1,-1,4,12,-3,100,0.4
Cc1ccc(-c2cc(-c3ccccc3)no2)cc1,-0.4,-20,-19,-5.1,-14,0,-2,-5,101,0.2
Cc1ccc(S(=O)(=O)CCc2nnc(NC(=O)c3cnccn3)s2)cc1,0.4,8,2,-2.2,2,-8,0,1,98,-0.7
Cc1cc(Br)ccc1OCCCCNCCO,-2.0,4,1,-1.8,0,-2,3,-3,96,1.6
Cc1ccccc1C1(CCN2CCCCC2)CCOC(C)(C)C1 (stereo not drawn),-1.6,11,2,0.4,-1,14,-3,3,96,-0.2
COc1cccc(C2=NN(C(=O)CCCC(=O)O)C(c3cccs3)C2)c1 (stereo not drawn),-1.3,-1,2,-0.6,28,17,5,-3,98,0.1
CC(OC(=O)/C=C/c1ccc2ccccc2n1)C(=O)Nc1ccc(S(N)(=O)=O)cc1 (stereo not drawn),-1.4,-10,0,-0.4,3,9,25*,-13,99,0.6
CN1C(=O)CSc2ccc(NC(=O)N3CCN(c4ccccn4)CC3)cc21,-0.3,57*,14,-0.4,1,18,3,2,100,-0.3
COc1ccccc1CC(=O)N1CCN(C(=O)c2ccco2)CC1,-3.7,-1,1,-0.4,-6,2,-8,-4,93,0.3
CC(Sc1nnc(-c2cccs2)n1-c1ccccc1)C(=O)NCc1ccco1 (stereo not drawn),-2.4,1,1,4.0,-3,9,5,1,93,0.0
CCOC(=O)c1cc2ccc3ccccc3c2oc1=O,-0.5,9,1,-0.2,9,-3,-10,-1,101,0.1
O=C(O)c1cc(S(=O)(=O)Nc2cccc(S(=O)(=O)N3CCCC3)c2)ccc1Cl,1.8,3,3,0.3,0,7,2,-4,100,0.1
Cc1ccc(C(C)C)cc1S(=O)(=O)NCc1ccccn1,-1.4,-1,1,-0.4,-4,18,2,-3,103,0.0

Further compounds.
compound,MC4R barr agon,Cardio protect,Glyco luc inh,hiPSC survival,Exocytosis inh,MC4R antag cAMP,ABHD5 PLIN5 PPI,m5-HT2A agonist,ABCB6 inh MLPCN,aDG glyco up
CC(OC(=O)CN1C(=O)NC2(CCCC2)C1=O)C(=O)Nc1cccc(Cl)c1Cl (stereo not drawn),-0.1,3,-1,0.7,3,14,-5,9,99,0.0
CC(=O)Nc1ccc(SCC(=O)c2ccc(Br)s2)cc1,-1.2,-2,1,-0.5,5,0,-4,-6,99,-0.2
Cc1cccc(-c2nnc(SCC3CNC(=O)O3)n2-c2ccc(Cl)cc2)c1 (stereo not drawn),-1.8,3,2,-0.9,-1,14,3,2,102,0.4
CN(C)S(=O)(=O)c1cccc(NC(=O)CNCc2ccccn2)c1,0.5,2,0,-0.5,-5,15,1,1,98,-0.2
COc1ccccc1C(=O)NCCC(=O)NNC(=O)c1ccccc1O,-3.0,18,0,0.2,-1,-4,13,3,100,-0.3
O=C1COc2ccc(C(=O)COC(=O)CCc3ccc(S(=O)(=O)N4CCOCC4)cc3)cc2N1,0.9,10,0,-1.0,-3,5,-1,3,95,-0.2
Cc1ccc(C(=O)Nc2ccc3c(c2)C(=O)NC3=O)cc1,0.2,-1,-1,-0.3,-5,-2,2,-3,102,0.1
Cc1ccc2nc(SCC(=O)Nc3cc(C)on3)c(C)cc2c1,11*,-3,-2,0.9,0,-1,1,-6,86,0.3
COc1ccc(Cn2c(C3CC3)nc3ccc(NC(C)=O)cc3c2=O)cc1,-0.8,-7,-3,-1.1,-4,10,3,-9,97,0.7
Cc1cc(S(=O)(=O)Nc2ccc(C(=O)NC3CC3)cc2)ccc1F,0.0,0,1,1.0,-8,1,4,2,97,0.0
S=c1sc2c(N3CCOCC3)ncnc2n1-c1ccccc1,-0.8,-23,4,-0.4,-4,-1,-5,1,99,-0.2
Cc1cccc(NC(=O)c2ccc(S(=O)(=O)N3CCCC3)cc2)c1C,0.3,2,-3,3.0,-10,1,-11,0,97,-0.1
CN(C)c1ccc(C2N(C)C(=O)c3ccccc3N2C)cc1 (stereo not drawn),-0.6,3,2,0.8,2,7,-5,0,97,-0.1
Cc1ccccc1OCC(=O)NNC=O,-1.2,2,1,-0.4,4,4,-5,-1,98,-0.5
CCOc1ccc(OCC)c(N=c2oc3c(C)ncc(CO)c3cc2C(N)=O)c1,-1.2,5,-1,-4.9,-2,7,-1,-1,100,-0.1
CSc1ncccc1C(=O)N1CCN(S(=O)(=O)c2cc(C)ccc2C)CC1,0.1,6,0,2.2,2,5,1,2,98,0.2
Cc1ccccc1-c1nnn(C/C(N)=N/O)n1,0.8,5,1,2.5,15,1,1,5,102,-0.5
Cc1cc(C)cc(Oc2c(C(F)(F)F)oc3cc(OCC(=O)O)ccc3c2=O)c1,1.8,-1,0,-0.4,-6,-2,1,6,102,0.3
COc1cc(OC)c2c(-c3ccccc3)cc(=O)oc2c1C(CC(=O)N1CCOCC1)c1ccc2c(c1)OCO2 (stereo not drawn),0.1,-1,-1,-1.2,-2,13,-5,0,101,-0.2
CC(=O)NC(Cc1cc(C)ccc1C)C(=O)N1CCN(C(=O)c2ccc([N+](=O)[O-])cc2)CC1 (stereo not drawn),-2.1,9,-1,0.3,3,-12,0,2,93,0.1

(list continues)
compound,MC4R barr agon,Cardio protect,Glyco luc inh,hiPSC survival,Exocytosis inh,MC4R antag cAMP,ABHD5 PLIN5 PPI,m5-HT2A agonist,ABCB6 inh MLPCN,aDG glyco up
COCCn1c(SCC(=O)Nc2ccccc2C(F)(F)F)nc2ccccc2c1=O,-1.3,3,-3,-0.5,0,6,-1,4,99,0.1
COc1cccc(CN(C)C(=O)CNC(=O)c2sc3ccccc3c2Cl)c1OC,-0.1,-6,3,-0.3,18,5,-2,2,97,1.6
O=C(Cn1c(=O)cnc2ccccc21)NC1CCC(O)CC1 (stereo not drawn),1.9,3,1,-0.1,1,15,-1,7,99,-0.2
Cc1cc(NC(=O)COc2ccc(F)c(Cl)c2)no1,-1.8,-4,0,-0.4,0,-2,-1,12,90,0.1
CCN(C(=O)COC(=O)c1c(C)c(-c2ccccc2)nc2ccccc12)C1CCS(=O)(=O)C1 (stereo not drawn),0.1,11,-4,-0.6,29,12,3,-4,98,-0.1
CC(=O)Nc1cc(C(=O)N2CCOCC2)ccc1S(=O)(=O)c1ccc(C)cc1,-2.1,-2,2,-1.0,-1,5,-4,3,104,-0.2

Bioassay records from PubChem.

No enrichment for hits. Share with any hit: about 4.5%.
